Screening results as filed in PubChem BioAssay.
SMN2 splice up – enhancers of SMN2 splice variant expression; HEK293 SMN2-luciferase splicing reporter, luminescence, 30-36 h; Potency, µM (titrated, usually from 46.1 µM), inactives show top-dose activity change, positive = activation, usual class: activators; 2.8% of 210,000 active; further: potency means the concentration at half of the fitted maximal effect; % of control where 0% means no effect; nearly all actives have a fitted effect of over 55% in size
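qHTS luciferase splicing reporter: luminescence rises when SMN2 exon 7 is included in transfected HEK293 cells. Compound exposure lasted 30-36 h at 37C, with 4.5 mM final sodium butyrate as control, followed by a ONE-Glo read.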
HttQ103 aggreg – inhibitors of mutant huntingtin aggregate formation in PC12 cells. Potency, µM (top dose mostly 46.1 µM), without a hit: top-dose activity change, negative = inhibition, hits mostly inhibitors. 1.1% of 220,000 active. AID 1688. PC12 HttQ103-GFP aggregates, Acumen cytometry, 40 h; further: potency means the concentration at half of the fitted maximal effect; on the % scale 0 is the no-effect control and ±100 the full control effect; nearly all actives have a fitted effect of over 60% in size
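Aggregates are detected as GFP objects 1–25 µm with signal 6 STDEV over background in lysates of induced PC12 cells. These carry Huntingtin exon 1 with 103 glutamines fused to GFP under an ecdysone promoter; compounds titrated.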
LMNA splice mod – changes lamin A minigene splicing in HeLa cells | HeLa LMNA splicing GFP/RFP minigene ratio, 48 h | 0.01% of 200,000 active | Potency, µM (series often up to 46.1 µM), for the others: at the top dose ratio change, negative = inhibition, actives largely listed as inhibitors; active means well fitted inhibition curve with a large enough effect in the signal ratio, with a control signal flat, not every such curve was filed as active; inconclusive means small, poorly fitted or top-dose-only effect, or effect the other way, or a change in a side signal; the % refers to the signal ratio; further: potency means the concentration at half of the fitted maximal effect; on the % scale 0 is the no-effect control and ±100 the full control effect
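S3 HeLa cells stably expressing lamin A-EGFP splicing minigene plus DsRed2, 600 cells/well, 48 h compound exposure at 37C. Laser-scanning cytometry; analysed as GFP (500-530 nm)/RFP (575-640 nm) total intensity ratio; 0.5% DMSO vehicle.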
IMPase Li cell – membrane-permeable IMPase blocker, potentiated with lithium. CHO-M1 cells, IP1 TR-FRET (IP-One), carbachol + lithium. Potency, µM (top dose mostly 59.4 µM), without a hit: at the top dose activity, negative = IMPase inhibition, actives largely listed as inhibitors. 0.35% of 210,000 active;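 further: IP1 builds up when IMPase is blocked and the TR-FRET signal falls; potency means the concentration at half of the fitted maximal effect; plate controls were basal vehicle for no effect and high inhibitor control for full effect; nearly all actives have a fitted effect of over 50% in size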
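CHO cells stably expressing M1 receptor (2000/well) were cultured 16–30 h, then exposed to compounds with a small lithium addition for 30 min at 37C. IP1 was measured by TR-FRET competition; AC50 from Hill fits.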
CBFb-RUNX1 inh – inhibitors of human CBF-beta and RUNX1 interaction; Q01196+Q13951; AlphaScreen CBFb-His/RUNX1-biotin binding, biochemical; Potency, µM (titrated, usually from 59.8 µM), without a hit: at the highest dose activity, negative = inhibition, usual class: inhibitors; 230,000 tested, under 10 active; AID 1477; further: % of control where 0% means no effect
Target sequence (Q01196 whole entry, looked up): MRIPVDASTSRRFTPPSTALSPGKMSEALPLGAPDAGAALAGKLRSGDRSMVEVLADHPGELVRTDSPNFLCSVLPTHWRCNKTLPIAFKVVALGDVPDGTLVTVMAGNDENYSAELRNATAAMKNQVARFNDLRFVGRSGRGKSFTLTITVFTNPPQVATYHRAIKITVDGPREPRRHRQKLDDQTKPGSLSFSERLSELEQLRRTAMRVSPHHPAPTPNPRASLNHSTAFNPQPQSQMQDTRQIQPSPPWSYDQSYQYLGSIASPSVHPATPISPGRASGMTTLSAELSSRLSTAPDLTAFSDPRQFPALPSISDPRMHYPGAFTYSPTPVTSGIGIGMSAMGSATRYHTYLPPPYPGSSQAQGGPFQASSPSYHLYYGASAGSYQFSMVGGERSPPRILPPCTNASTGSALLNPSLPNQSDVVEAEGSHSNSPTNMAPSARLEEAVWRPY
Target sequence (Q13951 whole entry, looked up): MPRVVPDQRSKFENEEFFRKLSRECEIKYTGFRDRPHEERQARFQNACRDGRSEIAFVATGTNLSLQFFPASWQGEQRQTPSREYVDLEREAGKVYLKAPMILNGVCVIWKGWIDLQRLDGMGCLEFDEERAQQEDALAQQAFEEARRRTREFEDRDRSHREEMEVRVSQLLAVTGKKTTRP
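AlphaScreen binding: CBFb-His and RUNX1-biotin (30 nM each) preincubated 20 min, compound added for 15 min, then nickel and streptavidin beads for 90 min, all at room temperature. Disruption of the interaction by any mechanism counts as activity.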
HTT cytoprotect – cytoprotection in Huntington HTT-Q103 PC12 cell model; PC12 HTT-Q103 induced, cytoprotection, ATP luminescence, 40 h; AID 1471; Potency, µM (top dose mostly 56.4 µM), inactives show cytoprotection (ATP increase), actives largely listed as activators; 0.14% of 230,000 active;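 further: potency means the concentration at half of the fitted maximal effect; % of control where 0% means no effect; nearly all actives have a fitted effect of over 45% in size; toxic huntingtin expression switched on by the ecdysone agonist tebufenozide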
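Rat PC12, Q103 Htt exon1-GFP fusion, ecdysone promoter; tebufenozide inducer 100 nM final; compound titration; qHTS, 1500 cells/well; ATPlite luminescent read.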
Luc counter – Kinase-Glo luciferase inhibition (counter-screen); Q27757; 0.28% of 200,000 active; Potency, µM (titrated, usually from 38.3 µM), without a hit: at the highest dose activity change, negative = inhibition, hits mostly inhibitors; Kinase-Glo luciferase, ATP luminescence, 8 min; further: potency means the concentration at half of the fitted maximal effect; on the % scale 0 is the no-effect control and ±100 the full control effect; nearly all actives have a fitted effect of over 60% in size
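Kinase-Glo luciferase light output from ATP and luciferin was measured with 10 uM ATP, within the enzyme's linear range. Buffer: 50 mM imidazole pH 7.2, 50 mM KCl, 7 mM MgCl2, 0.01% Tween 20, 0.05% BSA; luminescence read after 8 min at ambient temperature.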
* hit, by the source's call; ? = inconclusive; · = not tested or not shown; & = joins results of further samples; [ ] = another dose, or the depositor's remark. Unless noted, the call rests on the fitted dose curve; in most records, active means well fitted curve in the direction sought with a large enough effect; inconclusive means small, poorly fitted or top-dose-only effect, or another doubt; inactive means no such curve, though single readings can be large; an effect the other way counts as inactive or inconclusive.

mol	SMN2 splice up	HttQ103 aggreg	LMNA splice mod	IMPase Li cell	CBFb-RUNX1 inh	HTT cytoprotect	Luc counter
Cc1cccc(C2CC(c3ccccc3)Nc3nc(N)nn32)c1 (centres undefined)	21%	-9%	-6%	34%[38.3 µM]	7%	29%[10 µM]	5%
O=C(O)CC1(CC(=O)NCc2ccc(C(F)(F)F)cc2)CCCCC1	·	6%[9.22 µM]	·	·	6%	1%[10 µM]	·
CC(C)n1c(NCc2ccc(Cl)cc2)nc2ccccc21	·	-9%[9.22 µM]	·	·	7%	-13%[10 µM]	·
Cc1ccc(Oc2ncc(-c3ccc(Cl)cc3)cn2)cc1	-15%	14%	-3%	?	0%	-25%	2%
COc1ccc(C(C)=O)cc1CSc1nc2ccccc2o1	-1%	?	7%	38%[38.3 µM]	15%	-9%[0.074 µM]	-1%
Cc1oc(-c2ccccc2F)nc1CS(=O)(=O)CC(=O)NCCCN(C)C1CCCCC1	-1%	5%	4%	-7%[38.3 µM]	3%	-7%	-2%
Cc1nn(CC(O)Cn2cnc3c2c(=O)n(C)c(=O)n3C)c(C)c1Br (centres undefined)	10%	-32%	-2%	-5%[38.3 µM]	3%	-4%	1%
Cc1nc2ccccc2c(=O)n1NC(=O)COc1ccccc1	?	?	8%	21%[38.3 µM]	3%	-1%	-5%
CCOC(=O)c1cc(-c2ccc(OC)cc2)nn1-c1ccccc1C(=O)O	·	14%[9.22 µM]	·	·	-23%	24%[10 µM]	·
Clc1ccc(Oc2nnnn2-c2ccccc2)cc1	-7%	-11%	9%	-8%[38.3 µM]	13%	-17%	-4%
CCn1c(NCc2ccc3c(c2)OCO3)nc2ccccc21	10%	-5%	-1%	-2%[38.3 µM]	4%	-42%[inhibitor]	-4%
COC(=O)CN(C(=O)CSc1nnc(-c2cccc(OC)c2)o1)c1ccc(OC)cc1	-13%	-6%	14%	-2%[38.3 µM]	10%	-29%[10 µM]	-3%
COc1cc(C(F)(F)F)c(C(=O)N(C)c2ccc(Cl)cc2)cn1	·	-7%[9.22 µM]	·	·	7%	-1%[10 µM]	·
Cc1ccc(-c2ccc(CCC(=O)O)o2)cc1	?	8%	12%	-10%[38.3 µM]	-2%	-10%	0%
CC1=NN(c2ccc(Cl)cc2)C(=O)C1C(c1cccc(O)c1)c1c(C)[nH]n(-c2ccc(Cl)cc2)c1=O (centres undefined)	-34%[inhibitor]	13µM*	?	12%	-6%	33%[10 µM]	-2%
O=C(Nc1ccc2c(c1)OCCO2)C1CCN(S(=O)(=O)c2ccccc2)CC1	4%	-6%	9%[46 µM]	7%	-1%	-40%[inhibitor]	-4%
CCCn1c(=O)c2ccccc2n2c(SCC(=O)c3cc(C)n(CCOC)c3C)nnc12	-1%	11%[9.22 µM]	0%	8%[38.3 µM]	3%	10%	-1%
CSc1ccc(/C=C(\NC(=O)c2ccccc2)C(=O)NN)cc1	·	-18%[9.22 µM]	·	·	7%	-2%[10 µM]	·
Nc1ccccc1CCCC(=O)O	-7%[9.22 µM]	·	·	2%	·	21%[10 µM]	-7%[7.66 µM]
CC1=C(C)C(=O)N(c2ccccn2)C1=O	-15%	3%	-2%	6%[38.3 µM]	-4%	-10%[10 µM]	0%
COc1ccc(NC(=O)c2ccccc2O)c(OC)c1	?	-31%	0%	9%[38.3 µM]	0%	5%[10 µM]	-5%
C/C(=C\C(=O)Nc1cscc1C)C(=O)O	·	2%[9.22 µM]	·	·	9%	9%[10 µM]	·
CN(C)CCOC(=O)NCC12CC3CC(CC(C3)C1)C2	·	-21%[9.22 µM]	·	·	24%	-7%[10 µM]	·
O=C(N/N=C1\CCCc2ccccc21)c1ccc([N+](=O)[O-])cc1	14µM*	-6%	-1%	8%	3%	-6%[10 µM]	3%
CCSc1nnc(N)s1	2%	0%	14%	3%[38.3 µM]	2%	7%	-4%

Profiles, looked up by structure.
Results for COc1ccc(NC(=O)c2ccccc2O)c(OC)c1 → SMN2 splice up: ?; HttQ103 aggreg: -31%; LMNA splice mod: 0%; IMPase Li cell: 9%[38.3 µM]; CBFb-RUNX1 inh: 0%; HTT cytoprotect: 5%[10 µM]; Luc counter: -5%
Results for CCCn1c(=O)c2ccccc2n2c(SCC(=O)c3cc(C)n(CCOC)c3C)nnc12 → SMN2 splice up: -1%; HttQ103 aggreg: 11%[9.22 µM]; LMNA splice mod: 0%; IMPase Li cell: 8%[38.3 µM]; CBFb-RUNX1 inh: 3%; HTT cytoprotect: 10%; Luc counter: -1%
Results for CSc1ccc(/C=C(\NC(=O)c2ccccc2)C(=O)NN)cc1 → SMN2 splice up: ·; HttQ103 aggreg: -18%[9.22 µM]; LMNA splice mod: ·; IMPase Li cell: ·; CBFb-RUNX1 inh: 7%; HTT cytoprotect: -2%[10 µM]; Luc counter: ·

The listing picks up; the two compounds before the break are reprinted first.
mol	SMN2 splice up	HttQ103 aggreg	LMNA splice mod	IMPase Li cell	CBFb-RUNX1 inh	HTT cytoprotect	Luc counter
O=C(N/N=C1\CCCc2ccccc21)c1ccc([N+](=O)[O-])cc1	14µM*	-6%	-1%	8%	3%	-6%[10 µM]	3%
CCSc1nnc(N)s1	2%	0%	14%	3%[38.3 µM]	2%	7%	-4%
ClCc1nnc(-c2ccccc2)o1	-6%	24%	?	-5%	-11%	18%[10 µM]	-4%
CCCCNC(=O)OCC(CC)NC(=O)OCC(C)C (centres undefined)	3%	-5%	0%	0%[38.3 µM]	3%	?	-2%
O=C(NN1C(=O)/C(=C/c2ccc(O)c([N+](=O)[O-])c2)SC1=S)c1ccccc1Cl	-21%	-28%	·	1%	?	13%	-8%
O=C(NCc1ccco1)c1cc2n(n1)C(C(F)(F)F)CC(c1ccc(Cl)c(Cl)c1)N2 (centres undefined)	-17%	13%[9.22 µM]	?	8%[38.3 µM]	1%	12%[10 µM]	-3%
O=C(CSc1ccc(-c2ccccn2)nn1)c1ccc([N+](=O)[O-])cc1	-17%	-19%	·	20%	·	-17%	-2%
COc1ccc(-c2nc3c(c4c2C[C@H](c2ccccc2)OC4)CN(C(=O)c2cccnc2)CC3)c(C)c1	1%[9.22 µM]	·	-8%[9.22 µM]	2%	3%[13.1 µM]	27%[10 µM]	-4%[7.66 µM]
S=c1[nH]c(-c2ccccc2)cn1/N=C/c1cccs1	·	27%[9.22 µM]	?	·	-2%	9%[10 µM]	·
Cc1ccc(NC(=O)c2ccc(-c3nn(C)c(=O)c4ccccc34)cc2)cc1	-63%[inhibitor]	9%[9.22 µM]	-9%	35%[activator][38.3 µM]	4%	-26%	2%
COC(=O)c1ccc(C(NC(=O)OCc2ccccc2)/C(F)=C/[C@@H](C)C(=O)NCc2ccc(OC)c(OC)c2)cc1 (some centres undefined)	-91%&-12%	-27%	13%	9%&5%	2%[2.36 µM]	-71%[inhibitor]	0%&-1%
O=C(c1cccs1)N(CCO)Cc1cc2cc3c(cc2[nH]c1=O)OCCO3	-10%	-6%	-1%	-4%[38.3 µM]	-3%	-12%	0%
CC1CN(c2ccc([N+](=O)[O-])cc2Cl)CCN1S(C)(=O)=O (centres undefined)	·	-16%[9.22 µM]	·	·	1%	21%[10 µM]	·
CC(NC(=O)c1ccccc1O)c1ccccc1 (centres undefined)	-27%	-19%	?	24%[38.3 µM]	2%	8%	-1%
Cn1c(OCc2cccnc2)nc2c1c(=O)n(Cc1ccccc1)c(=O)n2C	-9%	5%	-11%	16%[38.3 µM]	6%	7%[10 µM]	1%
O=C(NNc1c2ccccc2nc2ccccc12)c1cc2ccccc2cc1O	4%	-23%	?	2%	·	-6%[10 µM]	-5%
COC(=O)Nc1ccc2c(c1)OCO2	17%	-16%	4%	3%	-9%	4%[10 µM]	0%
O=C(NC(=S)NNS(=O)(=O)c1ccccc1)c1cccnc1	·	-17%[9.22 µM]	-10%[46 µM]	5%	-5%	-15%[10 µM]	-3%
CN(C)S(=O)(=O)c1ccc(-c2csnn2)s1	-9%	-2%	6%	35%[activator][38.3 µM]	0%	-10%	-1%
COc1ccc(Nc2nc(N/N=C/c3ccc(N(C)C)cc3)nc(C)c2[N+](=O)[O-])cc1	-10%	-12%	-9%	10%	-23%	20%[10 µM]	-3%
O=C(CNc1ccc2ccccc2c1)N/N=C/c1cc2ccccc2nc1Cl	-17%	19%	?	6%	?	·	5%
O=C(CSc1n[nH]c(=O)[nH]c1=O)c1ccccc1	5%	9%	-5%	5%	2%	-5%[10 µM]	0%
Cc1cccc(COCC(Cc2ccccc2)N2CCN(C(=O)c3ccc(C(F)(F)F)cc3)CCC2=O)c1 (centres undefined)	-18%	-8%	?	8%	5%[2.36 µM]	·	0%
CN1CCN(C2Cc3ccccc3Sc3ccc(Cl)cc32)CC1 (centres undefined)	-27%	-51%	?	24%	-25%	-238%[inhibitor]	-4%
CCN(CC)CC(=O)Nc1ccc(/C(C)=N/NC2=NCCN2)cc1	11%	-18%	·	5%	5%	4%	1%
COCCN1Cc2cccc(C(=O)Nc3ccc(C)cc3)c2C1=O	·	-16%	·	-3%	3%	?	·
CCCNC(=O)N1CCCC(C(=O)c2cccc(Cl)c2)C1 (centres undefined)	·	16%[9.22 µM]	4%[46 µM]	7%	11%	20%[10 µM]	-1%
CCC(=O)Nc1nc(C)nc(C)c1C(C)=O	8%	-4%	4%	-21%[38.3 µM]	13%	14%	-1%
CCOC(=O)N1CCN(S(=O)(=O)c2c(C)[nH]c(=O)[nH]c2=O)CC1	3%	16%	4%	5%[38.3 µM]	4%	3%[1.9 µM]	-2%
O=C(OCc1c(Cl)cccc1Cl)c1cccnc1Cl	-8%	-8%	14%	24%[38.3 µM]	6%	21%	-1%
